# sdo1 growth: growth rescue of sdo1-depleted yeast, primary screen, S. cerevisiae, bone marrow failure model; 0.21% of 140,000 active; AID 817, 2007; z-score at 10 µM; S. cerevisiae sdo1-depleted JHY4D growth rescue, OD600 30 h; stronger effect = higher value; pdr5 snq2 efflux-pump mutant strain;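 active = z-score above 3 at both the 24 hr and the 30 hr optical density reads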;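 also: z-score against mean and SD of all compound wells on the same plate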
# Insulin prom inh: inhibitors of insulin promoter-driven GFP, primary screen, imaging, TRM-6 cells (human fetal islet line), eGFP reporter, cell count | reporter expression induced with tamoxifen | inhibition, % at 2 µM | 0.9% of 130,000 active;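 active = inhibition above the mean plus 3 SD, with well images judged a real hit on visual review, cut at about 60% in these data, passing the limit was not always enough; inconclusive = inhibition over the cutoff but images rejected on review; inactive = inhibition not above the cutoff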
# sdo1 growth Rescue 24 h: further read-out of sdo1 growth, marked with its call; z-score; S. cerevisiae sdo1-depleted JHY4D growth rescue, OD600; measured here: growth rescue at 24 h;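 0 is the plate mean of compound wells and units are plate SD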
# An asterisk follows results filed as active; ? = inconclusive; / = not tested or not shown. Only part of the results is shown; count on the stated rates, not on these rows.
SMILES,sdo1 growth,sdo1 growth Rescue 24 h,Insulin prom inh
Cc1ccc(/C=c2\sc3nc(-c4ccccc4Br)nn3c2=O)o1,-0.84,-0.83,24
CCc1ccc2c(c1)/C(=N/OC)C(=O)N2,-1.5,-2.1,8
O=C(CC(=O)N/N=C/c1ccccc1)NCc1ccccc1,/,/,-56
O=[N+]([O-])c1ccc(C(=S)N2CCC(Cc3ccccc3)CC2)cc1,-0.2,0.03,/
Cc1ccc(NC(=O)C2C(c3ccccc3)C2(Cl)Cl)c(C)c1 (configuration not stated),-1.1,0.77,24
CCCOc1ccc(C(=O)NCc2cccnc2)cc1,0.97,0.35,-38
CC1Cc2nc(SCC(=O)OCc3ccccc3)n(C)c(=O)c2S1 (configuration not stated),0.34,0.66,?
CCOC(=O)N1CCN(C(=O)c2ccc3c(=O)n(-c4ccc(OC)cc4)c(=S)[nH]c3c2)CC1,0.51,0.16,12
CCCCn1c(CCn2nc(C)c(Br)c2C)n[nH]c1=S,1.5,1.8,-47
Cc1cc(C(=O)N2CCN(CCc3ccccc3)CC2)no1,2.2,3.9,-458
O=C(c1cccs1)N1N=C(c2ccc(O)cc2)CC1c1ccccc1 (configuration not stated),-1.9,-1.4,-25
O=C(CCCN1C(=O)CSc2ncccc21)N1CCN(c2cccc(C(F)(F)F)c2)CC1,-0.46,-0.58,0
CCOC(=O)N1CCC(NC(=O)CCS(=O)(=O)c2ccc3c(c2)CCN3C(=O)CC)CC1,0.28,-0.53,-58
O=[N+]([O-])c1cc2c(cc1C=Nc1ccccc1)OCO2,-0.01,-0.23,12
O=C(CN1CCN(S(=O)(=O)c2ccc(Br)cc2)CC1)Nc1ccccc1F,-1.8,-1.5,-77
CC(=O)Nc1ccc(S(=O)(=O)N2CCSCC2)cc1,0.57,0.14,42
Cc1ccc(NC(=O)NCCCN2CCCC2=O)cc1,-0.33,-1.1,43
Cc1ccccc1N=C(NOCc1ccccc1)c1nonc1N,-0.83,-0.48,-6
Cc1ccc(/C=C/C(=O)NCCCn2ccnc2)cc1,/,/,-11
O=C1CC(C(=O)Nc2cccc(Cl)c2)n2ncnc2N1 (configuration not stated),/,/,58
O=C(NCCc1nnc2ccc(NCC3CCCO3)nn12)c1ccccc1 (configuration not stated),/,/,-41
CCOC(=O)c1ccc(N2C(=O)CC(C(=O)OC)=C2C)cc1,-1.2,-1.2,12
COCC(C)N=Cc1c(O)[nH]c2ccccc12 (configuration not stated),0.5,-0.26,-4
Cc1ccc(OCCC(=O)OCC(=O)N2c3ccccc3CC2C)cc1 (configuration not stated),-0.28,-1.6,/
CC(C)(C)C(=O)OCCNc1nc(-c2ccccc2)nc2ccccc12,-1.6,-1.1,15
O=C(Nc1cc([N+](=O)[O-])ccc1N1CCCC1)c1ccco1,/,/,-65
CC(C)NS(=O)(=O)c1ccc(OCC(=O)N2CCCC2)c(Cl)c1,0.44,0.34,43
Cc1ccnc(NC(=O)c2ccc(COc3ccc(Cl)cc3)o2)c1,-0.71,-0.4,-13
Cc1oc(-c2ccccc2F)nc1CN1CCC(C(=O)NC2CCCc3ccccc32)CC1 (configuration not stated),-0.02,-0.69,86*
O=C1OCCN1CCN(CN1C(=O)CCC1=O)CN1C(=O)CCC1=O,1.1,1.5,/
O=C(O)CCC(=O)N1CC=C(c2ccccc2)CC1,0.06,0.71,20
Cc1nc(Nc2ccc(C(=O)O)cc2)nc(Nc2ccc(C(=O)O)cc2)c1[N+](=O)[O-],/,/,-44
COc1ccc(OC)c(NC(=O)C2CCN(C(=O)c3cccs3)CC2)c1,/,/,22
COc1ccccc1NC(=O)c1ccc(-c2ccc(Br)cc2)o1,-0.89,-0.03,50
O=C(CC1SCCNC1=O)Nc1cccc(C(F)(F)F)c1 (configuration not stated),0.1,0.03,/
CCC(C)(C)n1nnnc1C(c1cc2cc3c(cc2[nH]c1=O)OCO3)N1CCCCC1 (configuration not stated),0.13,0,40
O=C(NNC(=O)c1ccccc1Br)c1ccc(Cl)cc1,0.42,-0.23,/
Cc1ccc(C)c(NC(=O)CSc2c(C)n[nH]c2C)c1,/,/,11
O=C(COc1ccccc1)Nc1cccc(-c2nc3ccccc3[nH]2)c1,0.05,-0.69,46
Cc1onc(-c2ccccc2)c1C(=O)Nc1cccc(C#N)c1,0.03,-0.42,/
Cc1onc(-c2ccccc2Cl)c1C(=O)Nc1ccc(S(=O)(=O)NCC2CCCO2)cc1 (configuration not stated),-0.95,-1.2,-9
CCCN(CC1CC1)C(=O)CSc1ncnc2sc(C)c(C)c12,-0.52,-0.57,15
Cn1cnnc1SCC(=O)c1ccc2c(c1)OCO2,0.74,1.1,-28
CCOC(=O)C1CCN(C(=O)c2ccccc2NC(=O)c2ccc(Cl)cc2)CC1,0.03,0.02,-44
Cc1cc(C(F)F)n2nc(C(=O)Nc3sc4c(c3C#N)CCC(C)C4)nc2n1 (configuration not stated),-0.84,-0.65,16
CC1CC(C)CN(C(=O)c2ccc(N3CC4CC(C3)c3cccc(=O)n3C4)c([N+](=O)[O-])c2)C1 (configuration not stated),0.56,-0.03,51
CC1=C(SCCC#N)S/C(=C2\SC(C)=C(SCCC#N)S2)S1,-0.46,0.93,-19
Cc1cc(=O)[nH]c(SCC(=O)c2ccc(C(C)C)cc2)n1,-1.8,-1.1,/
COc1ccc(OC)c(NC(=O)C2CCCCC2)c1,-0.43,-1,4
COCC1CCN(Cc2cn(C)nc2-c2cccc(Cl)c2)C1 (configuration not stated),/,/,-25
Oc1cccc(C(=S)N2CCN(Cc3ccccc3)CC2)c1,0.09,-0.29,-184
CSC1=NCCN1C(=O)c1ccc(S(=O)(=O)N2CCCC2)cc1,0.85,1.3,-30
COc1ccccc1CN(C)C(=O)C1COc2ccccc2O1 (configuration not stated),0.76,0.84,18
COC(=O)c1ccccc1NC(=S)NC(=O)c1ccccc1F,-0.41,-0.34,0
O=C(CSc1nnc(-c2ccc(F)cc2)c2ccccc12)Nc1cccc(Cl)c1,-1.1,-1.1,/
CN(C)C(=O)N1CCC(C(=O)NCc2ccccc2)CC1,0.91,0.13,12
CC(=O)c1ccc(NC(=O)CSc2nnc(NC(=O)CN3CCOCC3)s2)cc1,1.1,0.72,/
O=C(CSc1ncccn1)NC(=O)NCc1ccco1,/,/,17
O=C(NCc1cccs1)c1ccccc1[N+](=O)[O-],0.11,0.13,-32
Cc1nc(NC(=O)C2CC2)sc1C(=O)NC1CCCCC1,/,/,36
# Additional records
SMILES,sdo1 growth,sdo1 growth Rescue 24 h,Insulin prom inh
COC(=O)c1ccc(Cl)c(NC(=O)CN2CCN(C)CC2)c1,0.32,-0.72,15
OC1(c2ccccc2)CN(c2ccccc2)C2=[N+]1CCS2 (configuration not stated),-0.15,-0.79,/
O=C(Cc1ccccc1)Nc1cccc(-c2nc3ncccc3o2)c1,0.84,0.32,29
CN(C)CC/C=C1\c2cc(F)ccc2CSc2ccccc21,-0.21,-0.5,41
COc1ccc(OC)c(N(CC(=O)N2CCCC2)S(=O)(=O)c2ccc(OC)c(OC)c2)c1,1.4,1.2,44
CCCCN1C(=O)CCC(C(=O)O)C1c1ccc(OC)cc1 (configuration not stated),-0.04,-0.08,17
Cc1nn(C)c(C)c1/C=N/NC(=O)CCn1cc([N+](=O)[O-])cn1,0.85,0.67,/
O=C1[C@@H]2[C@@H]3C[C@@H]([C@H]4ON=C(c5ccc(Cl)cc5)[C@@H]34)[C@@H]2C(=O)N1c1ccc2c(c1)OCO2,-0.58,-0.51,-19
O=C(CN1CCN(Cc2ccccc2Cl)C1=O)N1CCCCCC1,0.73,1.5,0
CCc1nn2c(N3CCOCC3)cc(C)nc2c1-c1ccc(F)cc1,-1.3,-1.1,18
O=C(Nc1ccc2c(c1)OCCO2)c1ccncc1,0.27,-0.62,40
Cc1c(Cl)cccc1N(Cc1ccc(C(=O)O)cc1)S(=O)(=O)c1ccccc1,/,/,35
O=C1c2ccccc2C(=O)N1CC1c2ccccc2CCN1S(=O)(=O)c1cnc[nH]1 (configuration not stated),2.1,3,/
CC1(C)CC(NC(=O)C23CCC(C)(C(=O)C2=O)C3(C)C)CC(C)(C)N1 (configuration not stated),/,/,0
Cc1nc(NC2=NCN(CCc3ccccc3)CN2)nc2c(C)cccc12,/,/,-235
CCN(CC)c1ccc(C(=O)c2ccccc2C(=O)O)c(O)c1,-0.09,-0.56,-300
CC(=O)c1ccc(NC(=O)CC(NCCC2=CCCCC2)C(=O)O)cc1 (configuration not stated),1.1,0.24,-8
COc1ccc2nc(C)cc(SCC(=O)N/N=C/c3c(OC)ccc4ccccc34)c2c1,-0.87,-0.18,30
Cn1c(=O)[nH]c(=O)c2c1nc(N1CCN(CCO)CC1)n2CCSc1nc2ccccc2s1,1.6,0.98,/
Nc1cc(=O)nc(SCC(=O)NCc2ccccc2)n1CCc1ccccc1,0.01,-0.32,12
CC(=O)Nc1cccc2c1C(=O)NC2=O,0.17,-0.91,-16
CC(=O)Nc1cccc(C(=O)OCC(=O)c2ccccc2Cl)c1,/,/,14
CC(C)(C)c1ccc(-c2noc(CCC(=O)N3CCOCC3)n2)cc1,/,/,-7
Cn1c(=O)c2c(ncn2CC(COCc2ccc(Cl)cc2)OCc2ccc(Cl)cc2)n(C)c1=O (configuration not stated),-1.1,-1.1,50
O=C(CNC(=S)N(CCCN1CCOCC1)Cc1cccs1)NCCCN1CCOCC1,0.92,0.18,-22
CC1(C)CC(=O)c2cc(C(=O)O)c(=O)n(-c3ccccc3)c2C1,0.57,0.34,-17
CC1CN(Cc2csc(-c3ccc(Cl)cc3)n2)CC(C)O1 (configuration not stated),/,/,-109
COc1cccc(C(=O)COc2ccc3c(C)c(Cc4ccccc4)c(=O)oc3c2C)c1,-0.67,0.85,39
CCOC(=O)C1CCN(CC(O)COc2ccc(C(C)=O)cc2)CC1 (configuration not stated),1.3,1.3,/
Cc1ccccc1-n1c(=O)cc(N2CCN(C(=O)c3ccco3)CC2)[nH]c1=O,1.3,1.1,/
CCOC(=O)c1cc2c(n(-c3ccccc3)c1=O)CC(C)(C)CC2=O,1.4,2.1,-420
O=C(COC(=O)c1cc(-c2ccccc2)nc2ccccc12)Nc1ccc2c(c1)OCO2,-0.73,-0.81,/
CC(C)COc1ccc(C(=O)Nc2ccc(NC(=O)c3ccco3)c(Cl)c2)cc1,-0.76,0.53,23
C=CCSc1nc2sc3c(c2c(=O)n1CC)CCc1ccccc1-3,-1.1,-0.48,18
COc1ccc(C(C)=O)cc1CSc1nncn1-c1ccccc1,0.95,0.79,/
Cc1ccc(NC(=O)CCSCCC(=O)Nc2ccc(C)c(C)c2)cc1C,-0.62,-0.84,-3
O=[N+]([O-])c1ccc(C(O)CNC(=S)Nc2ccccc2)cc1 (configuration not stated),/,/,13
CN(C)CC(O)COC(c1ccccc1)c1ccccc1 (configuration not stated),/,/,0
Cc1sc2nc(C)n(/N=C/c3ccccc3O)c(=O)c2c1C,-0.69,0.29,-25
CC(=O)Nc1sc(NC(=O)c2ccccc2)nc1-c1cccs1,-0.25,-0.63,32
O=C(CCNc1cc(Cl)cc(Cl)c1)c1cccs1,-1.5,-0.55,/
CC(C)Oc1ccc(Cc2c(O)nc(NCCCN(C)C)[nH]c2=O)cc1,1.5,1.4,-8
Cc1cccc(C(=O)N2CCN(c3ccc(C(F)(F)F)cn3)CC2)c1C,-1.7,-1.4,-73
COc1cc(/C=N/NC(=O)c2cccc([N+](=O)[O-])c2)ccc1OC(=O)c1ccco1,/,/,-9
CCOC(=O)c1ccc(NC(=O)CCc2nc(-c3ccccc3Cl)no2)cc1,-1.9,-2,/

# Shown tab-delimited: 19 of the compounds above.
Molecule	sdo1 growth	sdo1 growth Rescue 24 h	Insulin prom inh
Cc1ccc(/C=c2\sc3nc(-c4ccccc4Br)nn3c2=O)o1	-0.84	-0.83	24
CCc1ccc2c(c1)/C(=N/OC)C(=O)N2	-1.5	-2.1	8
O=C(CC(=O)N/N=C/c1ccccc1)NCc1ccccc1	/	/	-56
O=[N+]([O-])c1ccc(C(=S)N2CCC(Cc3ccccc3)CC2)cc1	-0.2	0.03	/
Cc1ccc(NC(=O)C2C(c3ccccc3)C2(Cl)Cl)c(C)c1 (configuration not stated)	-1.1	0.77	24
CCCOc1ccc(C(=O)NCc2cccnc2)cc1	0.97	0.35	-38
CC1Cc2nc(SCC(=O)OCc3ccccc3)n(C)c(=O)c2S1 (configuration not stated)	0.34	0.66	?
CCOC(=O)N1CCN(C(=O)c2ccc3c(=O)n(-c4ccc(OC)cc4)c(=S)[nH]c3c2)CC1	0.51	0.16	12
CCCCn1c(CCn2nc(C)c(Br)c2C)n[nH]c1=S	1.5	1.8	-47
Cc1cc(C(=O)N2CCN(CCc3ccccc3)CC2)no1	2.2	3.9	-458
O=C(c1cccs1)N1N=C(c2ccc(O)cc2)CC1c1ccccc1 (configuration not stated)	-1.9	-1.4	-25
O=C(CCCN1C(=O)CSc2ncccc21)N1CCN(c2cccc(C(F)(F)F)c2)CC1	-0.46	-0.58	0
CCOC(=O)N1CCC(NC(=O)CCS(=O)(=O)c2ccc3c(c2)CCN3C(=O)CC)CC1	0.28	-0.53	-58
O=[N+]([O-])c1cc2c(cc1C=Nc1ccccc1)OCO2	-0.01	-0.23	12
O=C(CN1CCN(S(=O)(=O)c2ccc(Br)cc2)CC1)Nc1ccccc1F	-1.8	-1.5	-77
CC(=O)Nc1ccc(S(=O)(=O)N2CCSCC2)cc1	0.57	0.14	42
Cc1ccc(NC(=O)NCCCN2CCCC2=O)cc1	-0.33	-1.1	43
Cc1ccccc1N=C(NOCc1ccccc1)c1nonc1N	-0.83	-0.48	-6
Cc1ccc(/C=C/C(=O)NCCCn2ccnc2)cc1	/	/	-11
